Compound activity from PubChem BioAssay.
M. tuberculosis GlmU = inhibition of mycobacterial GlmU enzyme – biochemical, glucosamine-1-phosphate acetyltransferase (AID 1376). M. tuberculosis GlmU acetyltransferase enzyme assay; higher % means a stronger effect. one-dose inhibition, %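 (tested at 30 µM in the primary screen)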; IC50 in µM for titrated hits. 220,000 compounds, 0.25% hits; in the data active means inhibition above about 13%;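 further: 0% = complete reaction with vehicle and 100% = reaction without substrate; strong numbers were not always called active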
Mtb RmlCD inh = M. tuberculosis RmlC/RmlD inhibition; P9WH09+P9WH11; RmlC+RmlD coupled enzyme assay, percent inhibition; primary screen in compound mixtures; inhibition, % at 3.6 µM; 160,000 compounds, 0.03% hits; AID 1533; in the data active means inhibition mostly above about 34%, no sharp cut-off; further: some results filed as inactive read as strong as hits
Target sequence (P9WH09 whole entry, looked up): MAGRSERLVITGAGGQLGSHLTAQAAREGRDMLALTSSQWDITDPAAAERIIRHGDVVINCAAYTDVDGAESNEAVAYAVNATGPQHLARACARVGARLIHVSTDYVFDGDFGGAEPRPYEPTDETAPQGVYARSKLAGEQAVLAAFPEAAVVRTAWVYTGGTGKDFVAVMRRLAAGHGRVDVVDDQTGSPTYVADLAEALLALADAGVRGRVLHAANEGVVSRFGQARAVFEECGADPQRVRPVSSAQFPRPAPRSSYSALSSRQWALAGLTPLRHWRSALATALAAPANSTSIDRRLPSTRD
Target sequence (P9WH11 whole entry, looked up): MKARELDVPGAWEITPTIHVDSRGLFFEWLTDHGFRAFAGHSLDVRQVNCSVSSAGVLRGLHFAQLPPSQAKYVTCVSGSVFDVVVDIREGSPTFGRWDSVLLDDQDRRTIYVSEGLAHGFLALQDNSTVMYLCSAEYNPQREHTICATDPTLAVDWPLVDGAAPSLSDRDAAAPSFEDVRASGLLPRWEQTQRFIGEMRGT
Numbers without * were called inactive; / = not tested or not shown.

molecule	M. tuberculosis GlmU	Mtb RmlCD inh
COC(=O)Cn1c(=NC(=O)c2cccc(OC)c2)sc2cc(OC)ccc21	-0.1%	-7
O=c1[nH]c2cc3c(cc2cc1CN(Cc1nnnn1C1CCCC1)C1CCCC1)OCCO3	-1.5%	/
CCN(CC)CCCNC(=O)C1CCCN(c2nnc(N3CCCC3=O)s2)C1 (centres undefined)	-1.9%	-3
O=C(COC(=O)C1COc2ccccc2O1)Nc1cccc(S(=O)(=O)N2CCCCC2)c1 (centres undefined)	3.0%	10
CCC(=O)Nc1cccc(NC(=O)c2cccc([N+](=O)[O-])c2C)c1	-4.2%	5
OC1C2(Cc3ccccc3)CN3CCN(C2)CC1(Cc1ccccc1)C3 (centres undefined)	0.4%	62
O=C(C1CCCN(S(=O)(=O)c2cccc3nonc23)C1)N1CCN(c2ccccc2Cl)CC1 (centres undefined)	1.7%	/
CCCC(=O)c1c(O)[nH]c(=O)[nH]c1=O	-2.2%	8
Cc1cc(C)n(C(CC(=O)O)C(=O)O)n1 (centres undefined)	0.1%	/
COc1ccc(C(C)=O)cc1COC(=O)c1cnc(C)cn1	-0.1%	3
Cc1ccc(C)c(OCCSc2nnc(-c3cccnc3)n2N)c1	1.5%	/
COc1cc(Nc2ccc(C(=O)O)cc2[N+](=O)[O-])cc(OC)c1	5.9%	/
Cc1ccc(NC(=O)Nc2ccccc2CC[N+](=O)[O-])cc1	-0.7%	-2
CC(C)(C)c1cc(-c2ccccc2)n[nH]1	2.2%	30
CCCS(=O)(=O)Nc1cccc(-c2nc3cccnc3s2)c1	3.5%	/
Cc1ccc(C)c(Cc2c(C)nc3c(C(=O)N4CCOCC4)cnn3c2C)c1	6.0%	-13
CCN1C(=O)/C(=C/c2ccc(N(CC)CC)cc2OC)C(=O)NC1=S	-3.2%	/
CCOC(=O)c1c(C)nc2sc(C(=O)Nc3ccc(OC)cc3)c(N)c2c1-c1ccc(OC)cc1	-2.7%	5
CCCN1CC(C)C(OC(C)=O)(c2ccccc2)CC1C (centres undefined)	0.4%	/
O=C(C1=C[C@H](C2CCCCC2)C[C@H](OCCCCO)O1)N1CCN(Cc2ccccc2)CC1	-0.2%	/
CCOC(=O)C1C(=O)OC(C)(C)C1C(C)C(=O)c1ccc(C)cc1 (centres undefined)	-0.8%	/
Cc1ccc(S(=O)(=O)N2CCN(C(=O)c3cc4c(C)nn(-c5ccccc5C)c4s3)CC2)cc1	1.5%	/
CCn1c(=O)cc(SCC(=O)NCc2ccc3c(c2)OCO3)c2ccccc21	-0.4%	-7
CCCC(=O)N(CCN(Cc1ccccc1)C(=O)CCC)Cc1ccccc1	-4.8%	-1
CCOC(=O)CCC(=O)N1CCOCCOCCOCC1	0.1%	-2
O=C(c1ccccc1)n1c(=S)nc2ccccn21	-0.9%	/
Cc1cnc([N+](=O)[O-])n1CCOC(=O)NC(=O)c1ccccc1	-9.1%	-9
O=C(NCc1ccco1)c1nc2c(nnn2Cc2ccccc2Cl)c(=O)[nH]1	-2.7%	/
Cc1ccc(NC(=O)/C(=C\c2cccs2)NC(=O)c2ccccc2)cc1	1.1%	-9
O=C(c1cccc(S(=O)(=O)Nc2cccc(C(F)(F)F)c2)c1)N1CCCCC1	-0.2%	-9
CC(C)n1c(N2CCN(CC(=O)Nc3ccc4c(c3)OCCO4)CC2)nc2ccccc21	0.0%	-8
COC(=O)c1c(C)[nH]c(C(=O)/C=C/c2ccc(C)cc2)c1C	11%	35
Cc1cc(/C=C(/C#N)c2nc3ccccc3[nH]2)c(C)n1-c1ccccc1C(=O)O	2.3%	/
COc1ccc(OC)c(NC(=O)C2C3CCC(C3=C(C)C)C2C(=O)O)c1 (centres undefined)	-2.5%	-7
COc1ccc(NC2=CC(=O)CC(c3ccccc3)C2)cc1 (centres undefined)	-2.6%	-4
COc1ccc(-c2cc(C(F)(F)F)n3nc(C(=O)N4CCCCC4)cc3n2)cc1	3.0%	7
Cc1cc(/C=N/n2cnnc2)c(C)n1-c1ccc(OCc2ccc(Cl)cc2)cc1	-12%	/
[O-][N+]1=c2ccc(Nc3ccccc3)cc2=NC12CCCCC2	-0.6%	-6
CCc1cc2c(=O)[nH]c(Cc3ccccc3)nc2s1	0.1%	6
CC(=O)[C@H]1CC[C@H]2[C@@H]3CC[C@H]4C[C@H](O)CC[C@]4(C)[C@H]3C(=O)C[C@]12C	-5.5%	/
COc1ccc(C2CC(=O)N(CC(=O)NCC3CCCO3)c3ccccc3S2)cc1 (centres undefined)	1.2%	8
Cc1cnc(NC(=O)CSc2nnc(Cc3ccccc3)o2)s1	1.5%	-5
N#Cc1c(-c2ccccc2)cc(-c2ccccc2)nc1SCc1nnc(-c2ccccc2)o1	3.8%	6
O=c1cc(CO)oc(C(Nc2ccccn2)c2ccccc2F)c1O (centres undefined)	-3.1%	/
CNc1ccc(/C=C/C(=O)c2ccc3c(c2)OCCO3)cc1[N+](=O)[O-]	-5.5%	8
CCOCCOC(=O)C(C)Oc1ccc(Oc2ncc(Cl)cc2Cl)cc1 (centres undefined)	1.1%	8
O=C(CSc1nnc(-c2ccc3c(c2)OCCO3)o1)N1CCCC1	1.7%	56
CC(=O)Nc1ccc(NC(=S)NC(=O)c2oc3ccccc3c2C)cc1	5.0%	/
CC(=Nc1ccc2c(c1)CCC2)c1c(O)n(C)c(=O)n(C)c1=O	2.8%	/
COc1ccc(C(=O)NCCc2nc3cc([N+](=O)[O-])ccc3n2C)cc1	4.3%	-3
Cn1c(O)c(C=NCCc2c[nH]c3ccccc23)c(=O)n(C)c1=O	0.7%	/
CC(=O)NC(CSC(CC(=O)c1ccco1)c1ccc(C)cc1)C(=O)O (centres undefined)	2.3%	9
Cc1ccc[n+](/C(C(=S)NCc2ccco2)=C(/[O-])c2ccccc2Cl)c1	0.5%	37
COc1cc(-c2cc(OC)c3c(C)oc(C)c3c(=O)c2)ccc1O	7.5%	-5
N#C/C(=N\Nc1cccc2ccccc12)c1nnc2n1CCCCC2	0.1%	15
O=Cc1c(N2CCOCC2)nc2ccccn2c1=O	-3.9%	1
CCc1ccc(NC(=O)NCCN2CCc3ccccc3C2)cc1	4.5%	24
CCc1cccc(NC(=S)N(CCOC)C(C)c2ccco2)c1 (centres undefined)	0.4%	13
COc1ccc(C(=O)CN2C(=O)COc3ccccc32)cc1	-0.4%	-11
COCCNC(=O)c1ccc(NS(C)(=O)=O)cc1	4.2%	-7

Given with values under each structure: part of the list above.
Each structure is followed by: M. tuberculosis GlmU	Mtb RmlCD inh
CC(=Nc1ccc2c(c1)CCC2)c1c(O)n(C)c(=O)n(C)c1=O
    2.8%	/
O=c1cc(CO)oc(C(Nc2ccccn2)c2ccccc2F)c1O (centres undefined)
    -3.1%	/

Going on with the list.
molecule	M. tuberculosis GlmU	Mtb RmlCD inh
CSc1nc(-c2ccc(Cl)cc2)nn1S(=O)(=O)c1ccccc1	2.5%	/
O=C(NCc1ccco1)c1cc2nc(-c3ccc4c(c3)OCO4)cc(C(F)(F)F)n2n1	2.8%	15
C=C(Br)Cn1c(CC)nc2ccccc21	7.1%	0
O=C(Nc1ccc(O)c2c(=O)cc(-c3ccccc3Cl)oc12)c1cccs1	6.6%	/
CC(=NCc1ccc2c(c1)OCO2)c1c(O)n(-c2ccc(C)cc2)c(=O)[nH]c1=O	0.7%	-9
CCOC(=O)c1sc(NC(=O)c2ccc(Br)o2)cc1C	-2.8%	/
COc1ccc2[nH]c(=O)c(CN(C(=O)c3ccccn3)C3CCCCC3)cc2c1	-0.1%	3
O=C1CC(O)(c2ccccc2)C(c2ccccc2)=C1c1ccccc1 (centres undefined)	-4.7%	/
CN(Cc1ccccc1)c1ncnc(N)c1[N+](=O)[O-]	-5.2%	4
COc1ccc(NS(=O)(=O)CC23CCC(CC2=O)C3(C)C)cc1 (centres undefined)	0.6%	-11
O=C(Cc1ccccc1)n1nc(-c2ccco2)nc1SCc1ccccc1	-0.6%	-8
O=C(O)CNC(=O)CCCn1nnc2ccccc2c1=O	2.7%	-9
CCOc1cc(C)c(C(C)C)cc1S(=O)(=O)n1ccc(C)n1	0.2%	-7
COc1ccc(C(=O)NCc2ccc(C(=O)NCC(OC)OC)cc2)cc1OC	4.9%	-10
CCOc1ccc(CCNC(=O)C2CCCN(c3nn4c(=O)cc(C)nc4s3)C2)cc1 (centres undefined)	-0.4%	-12
COc1cc(NC(=O)CSc2nc3c(c(=O)[nH]2)CCCC3)cc(OC)c1OC	-1.4%	2
Cn1c(-c2ccccc2O)cc2ccccc21	-0.2%	/
COC(=O)Nc1nnc(-c2ccco2)s1	6.8%	110
Cc1ccc2[nH]c(=O)c(CN(Cc3ccc4c(c3)OCO4)Cc3nnnn3C3CCCC3)cc2c1	/	8
O=C(O)c1ccc(COc2ccccc2/C=C2\NC(=O)N(Cc3ccccc3)C2=O)cc1	-5.7%	15

Reformatted with values under each structure: three of the compounds above
Value order – M. tuberculosis GlmU	Mtb RmlCD inh
O=C(NCc1ccco1)c1cc2nc(-c3ccc4c(c3)OCO4)cc(C(F)(F)F)n2n1
 : 2.8%	15
CN(Cc1ccccc1)c1ncnc(N)c1[N+](=O)[O-]
 : -5.2%	4
CCOc1cc(C)c(C(C)C)cc1S(=O)(=O)n1ccc(C)n1
 : 0.2%	-7

Further structures follow:
molecule	M. tuberculosis GlmU	Mtb RmlCD inh
Cc1cc(C(=O)Nc2cccnc2)no1	-0.7%	-4
COc1ccc(/C(C)=N/NC(=O)c2ccccc2N)cc1	-0.1%	-5
CCOC(=O)c1c(NC(=O)CCCN2CCOCC2)sc2c1CC(C)(C)OC2	-0.7%	16
CCC(=O)N1CCCc2ccccc21	-7.2%	9
O=C(NC1CCS(=O)(=O)C1)Oc1ccc(Cl)cc1 (centres undefined)	2.9%	-4
CSc1ccc(S(=O)(=O)Nc2ccc(N3CCOCC3)c(Cl)c2)cc1	3.1%	-14
CCC(CO)NC1=C([N+](=O)[O-])C(=O)CC(C)(C)C1 (centres undefined)	-2.5%	2
Cc1cc(N2CCOCC2)nc2ccc(NC(=O)CCC(=O)N3CCC4(CC3)OCCO4)cc12	/	-6
O=C(NCc1cccnc1)c1ccc(CS(=O)(=O)Cc2ccc(Cl)cc2)o1	0.7%	1
Cc1ccc(Cn2ccc(NC(=O)c3nc4ncccn4n3)n2)cc1	1.4%	3
Cc1cc(C(=O)COC(=O)c2ccc(O)cc2)c(C)n1CC1CCCO1 (centres undefined)	1.5%	-9
O=C1Nc2ccccc2N(O)N1c1ccc(Cl)c(Cl)c1	1.2%	/
CCOc1ncccc1C(=O)Nc1ccc2c(C)cc(=O)oc2c1	0.9%	2
CCc1ccccc1NC(=O)CCN1C(=O)C2C3CCC(C3)C2C1=O (centres undefined)	-7.6%	-3
CCOc1ccc(N(C)S(=O)(=O)c2ccc3[nH]cc(C(=O)NCC4CCCO4)c(=O)c3c2)cc1 (centres undefined)	5.2%	/
Cc1c(NC(=O)CN2CCN(C(c3ccccc3)c3ccccc3)CC2)c(=O)n(-c2ccccc2)n1C	2.1%	/
CCOC(=O)CSc1c(-c2cccs2)[nH]c2ccccc12	-0.4%	7
CC12CCC(C(=O)Nc3ccccc3Cl)(C(Br)C1=O)C2(C)C (centres undefined)	2.5%	-9
CCCCc1ccc(NC(=O)CC(C)C)cc1	-6.9%	-3
O=S(=O)(Nc1ncccn1)c1ccc(NC(=S)Nc2ccc(Cl)cc2)cc1	0.5%	2
Cc1ccsc1CNC12CC3CC(CC(C3)C1)C2	-2.0%	-3
COc1ccc([N+](=O)[O-])cc1/C=N/Nc1nn[nH]n1	3.5%	4
Cc1cc(/C=C2\C(=O)NC(=O)N(C)C2=O)c(C)n1-c1ccc2c(c1)OCO2	0.8%	/
CC1CCCCC1NC(=O)CSc1nnc(N)s1 (centres undefined)	2.5%	-4
O=C(CCN1C(=O)COc2ccccc21)N1CCCCC1	7.2%	/
COc1cccc(CN2CCN(C3CCN(c4ccccc4C)CC3)CC2CCO)c1 (centres undefined)	-2.0%	10
CCOCCCNCc1ccc(OCC(=O)N2CCOCC2)c(OC)c1	-6.4%	3
CC1CCCC(NC(=O)CSc2nnc(N)s2)C1C (centres undefined)	-3.2%	-5
O=C(Nc1ccc(F)cc1)N(Cc1nnc2n1CCCCC2)c1ccccc1	1.2%	/
Cn1c(=O)c2c(nc(Cc3ccc(N)cc3)n2C)n(C)c1=O	/	33
Cc1cccc(NC(=O)Nc2ccc(S(N)(=O)=O)cc2)c1	0.5%	-7
CCN(Cc1ccncc1)C(=O)CC1C(=O)NCCN1Cc1ccc(F)c(F)c1 (centres undefined)	0.1%	2
COc1ccc(-c2c(C(C)=O)c(C)nc3sc4c(c23)NC(c2ccccc2)NC4=O)cc1 (centres undefined)	-5.2%	13

Compound profiles, as listed above.
COc1cccc(CN2CCN(C3CCN(c4ccccc4C)CC3)CC2CCO)c1 (centres undefined) reads M. tuberculosis GlmU = -2.0%; Mtb RmlCD inh = 10
Cc1cccc(NC(=O)Nc2ccc(S(N)(=O)=O)cc2)c1 reads M. tuberculosis GlmU = 0.5%; Mtb RmlCD inh = -7
CC1CCCCC1NC(=O)CSc1nnc(N)s1 (centres undefined) reads M. tuberculosis GlmU = 2.5%; Mtb RmlCD inh = -4

A portion of the library (hit frequency here may not be typical).
